# High-throughput results as filed in PubChem.
# RGS4 inhibitor = Inhibitors of Regulator of G Protein Signaling (RGS) 4: qHTS | Regulator of G-protein signaling 4 (Homo sapiens), P49798 | Transcreener GDP fluorescence polarization, RGS4-accelerated GTP hydrolysis | Potency, µM (highest dose often 114 µM), for inactives: top-dose activity change, negative = inhibition, hits mostly inhibitors | 390,000 compounds, 0.039% hits; note: potency is the fitted concentration of half-maximal effect; % is set by controls: 0 for no effect and ±100 for the full control effect; nearly all actives have a fitted effect of over 75% in size; some results filed as inactive show a strong effect at the top dose
#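 MLSMR compounds (23 nl, pin-transferred) preincubated 10 min at room temperature with a 500nM (2x) first reagent, then RGS4 at 900nM (2x) plus Transcreener GDP mix added; fluorescence polarization (620/688 nm) read before and after 90 min at 30 °C.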
# GLS inhibitor = qHTS for Inhibitors of Glutaminase (GLS). GLS enzymatic activity, qHTS titration. Potency, µM (highest dose often 45.5 µM), for inactives: top-dose activity change, negative = inhibition, most hits filed as inhibitors. 410,000 compounds, 0.21% hits; note: potency is the fitted concentration of half-maximal effect; % is set by controls: 0 for no effect and ±100 for the full control effect
#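 Two-point fluorescence kinetic (t0, 30 min RT) for hKGA; glutamate detected via glutamate oxidase–HRP–Amplex Red. Substrate: 1 mM L-glutamine solution; buffer 45 mM KH2PO4, pH 8.2.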
# HP1b binding inh = HTS for Inhibitors of HP1-beta Chromodomain Interactions with Methylated Histone Tails; AID 540317, 2011; Potency, µM (doses to about 114 µM), inactives show at the top dose activity change, negative = inhibition, most hits filed as inhibitors; 390,000 compounds, 0.56% hits; Chromobox protein homolog 1 (Homo sapiens), P83916; AlphaScreen HP1-beta / biotin-H3K9me3 peptide binding; note: potency is the fitted concentration of half-maximal effect; nearly all actives have a fitted effect of over 70% in size; inactives centre near 23
#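 HP1-beta protein (50 nM final) preincubated 30 min at room temperature with biotinylated H3(1-18)K9me3 peptide (50 nM) in PBS pH 7.4, 0.01% Tween-20, then compound added for 30 min. AlphaScreen streptavidin donor/nickel chelate acceptor beads (10 ug/mL final), 30 min dark, luminescence read.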
# ERG-DNA inh = qHTS for Small Molecule Inhibitors of the ERG Ets/DNA interaction | Transcriptional regulator ERG (Homo sapiens), P11308 | fluorescence polarization, His-ERG Ets domain / labelled DNA | Potency, µM (doses to about 76.9 µM), for the others: top-dose FP activity, negative = inhibition, actives largely listed as inhibitors | 370,000 compounds, 0.028% hits | AID 624246, 2012; active = well fitted inhibition curve with a large enough effect in the polarisation, with a control signal flat; inconclusive = small, poorly fitted or top-dose-only effect, or effect the other way, or a change in a side signal; inactive = no such curve, though single readings can be large or run the other way; the % refers to the polarisation;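 note: polarization taken with two DNA probes labelled with fluorescein and Texas red; potency is the fitted concentration of half-maximal effect; % of control where 0% means no effect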
#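 His-tagged ERG Ets domain (1 uM in the protein solution; 300mM KCl, 50mM Tris-HCl, 1mM EDTA, 1mM DTT, pH 7.5) received compound, then a probe mix of 5 nM fluorescein-DNA and 100nM Texas-615-DNA. Fluorescence polarization was read for both dyes.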
# JMJD2A Tudor inh = qHTS Assay for Inhibitors of JMJD2A-Tudor Domain; AlphaScreen JMJD2A-Tudor / H3K4me3 peptide binding; Potency, µM (highest dose often 114 µM), for inactives: top-dose activity change, negative = inhibition, actives largely listed as inhibitors; 390,000 compounds, 4.4% hits; note: potency is the fitted concentration of half-maximal effect; % is set by controls: 0 for no effect and ±100 for the full control effect; nearly all actives have a fitted effect of over 50% in size
# BAZ2B inh = qHTS Assay for Inhibitors of BAZ2B | Potency, µM (titrated, usually from 114 µM), without a hit: at the highest dose activity change, negative = inhibition, usual class: inhibitors | Bromodomain adjacent to zinc finger domain protein 2B (Homo sapiens), Q9UIF8 | 360,000 compounds, 4.4% hits | AlphaScreen BAZ2B-H3K14Ac peptide displacement | AID 504333, 2011; note: potency is the fitted concentration of half-maximal effect; % is set by controls: 0 for no effect and ±100 for the full control effect; nearly all actives have a fitted effect of over 60% in size
# Target sequence (Q9UIF8 whole entry, looked up, the tested form may be a part): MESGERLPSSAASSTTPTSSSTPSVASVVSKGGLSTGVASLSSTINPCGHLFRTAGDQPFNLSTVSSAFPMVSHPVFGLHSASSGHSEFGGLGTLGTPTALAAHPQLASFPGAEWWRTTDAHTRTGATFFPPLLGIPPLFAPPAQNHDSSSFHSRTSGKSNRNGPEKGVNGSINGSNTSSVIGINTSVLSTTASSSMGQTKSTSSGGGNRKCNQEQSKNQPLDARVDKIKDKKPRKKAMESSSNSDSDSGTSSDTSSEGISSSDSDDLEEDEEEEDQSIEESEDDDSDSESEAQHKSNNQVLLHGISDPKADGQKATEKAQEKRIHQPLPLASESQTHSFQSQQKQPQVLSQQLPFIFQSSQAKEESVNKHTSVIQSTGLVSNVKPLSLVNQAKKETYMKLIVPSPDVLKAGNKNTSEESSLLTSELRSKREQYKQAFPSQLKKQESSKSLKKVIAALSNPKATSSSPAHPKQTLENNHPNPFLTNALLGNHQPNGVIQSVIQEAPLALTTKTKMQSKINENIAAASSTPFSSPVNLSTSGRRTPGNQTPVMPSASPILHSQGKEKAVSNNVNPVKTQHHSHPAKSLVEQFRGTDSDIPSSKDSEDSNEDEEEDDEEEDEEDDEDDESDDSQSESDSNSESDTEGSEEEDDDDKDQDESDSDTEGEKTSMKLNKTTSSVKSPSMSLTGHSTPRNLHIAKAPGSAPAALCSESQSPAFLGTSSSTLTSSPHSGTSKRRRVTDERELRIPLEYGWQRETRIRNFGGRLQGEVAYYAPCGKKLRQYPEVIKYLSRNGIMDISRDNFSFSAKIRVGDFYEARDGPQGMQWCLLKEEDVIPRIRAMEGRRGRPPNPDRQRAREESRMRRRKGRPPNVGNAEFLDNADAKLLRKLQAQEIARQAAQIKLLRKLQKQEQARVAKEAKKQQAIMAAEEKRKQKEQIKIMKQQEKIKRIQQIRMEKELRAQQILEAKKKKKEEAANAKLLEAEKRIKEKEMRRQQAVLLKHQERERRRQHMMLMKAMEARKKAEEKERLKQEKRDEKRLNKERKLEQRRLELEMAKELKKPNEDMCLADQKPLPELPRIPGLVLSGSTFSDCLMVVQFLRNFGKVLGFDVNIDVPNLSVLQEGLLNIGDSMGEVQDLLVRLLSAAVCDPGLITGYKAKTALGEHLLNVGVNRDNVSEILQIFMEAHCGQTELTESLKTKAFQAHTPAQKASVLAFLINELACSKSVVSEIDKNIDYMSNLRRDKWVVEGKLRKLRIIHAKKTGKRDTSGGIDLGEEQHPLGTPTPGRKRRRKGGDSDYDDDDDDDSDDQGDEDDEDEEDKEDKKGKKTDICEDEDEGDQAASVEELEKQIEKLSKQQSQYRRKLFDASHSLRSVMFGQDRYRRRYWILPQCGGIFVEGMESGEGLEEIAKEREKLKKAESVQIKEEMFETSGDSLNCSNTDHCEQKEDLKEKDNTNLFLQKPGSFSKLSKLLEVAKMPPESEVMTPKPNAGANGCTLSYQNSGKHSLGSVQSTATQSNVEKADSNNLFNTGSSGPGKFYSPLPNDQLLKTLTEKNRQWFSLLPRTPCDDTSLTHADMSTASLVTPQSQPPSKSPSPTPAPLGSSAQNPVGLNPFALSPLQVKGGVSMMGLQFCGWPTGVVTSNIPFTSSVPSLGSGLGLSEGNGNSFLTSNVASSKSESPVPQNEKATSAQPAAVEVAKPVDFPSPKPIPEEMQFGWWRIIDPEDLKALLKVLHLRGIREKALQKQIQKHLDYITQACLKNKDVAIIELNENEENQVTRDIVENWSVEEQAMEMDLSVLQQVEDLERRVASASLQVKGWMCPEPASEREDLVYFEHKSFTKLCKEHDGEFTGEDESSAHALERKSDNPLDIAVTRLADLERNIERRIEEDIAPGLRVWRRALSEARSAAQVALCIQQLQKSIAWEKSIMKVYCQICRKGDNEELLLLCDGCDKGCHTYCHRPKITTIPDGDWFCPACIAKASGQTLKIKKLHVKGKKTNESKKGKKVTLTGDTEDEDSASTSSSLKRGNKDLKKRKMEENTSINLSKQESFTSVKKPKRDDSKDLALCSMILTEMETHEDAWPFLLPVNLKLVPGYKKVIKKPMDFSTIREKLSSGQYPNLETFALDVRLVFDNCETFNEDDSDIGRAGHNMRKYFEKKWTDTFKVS
#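 BAZ2B 50 nM plus b-H3(5-23)K14Ac 50 nM, PBS pH 7.4/0.01% Tween-20, 30 min RT; compound added (max 110 uM), 30 min RT; streptavidin donor/Ni-chelate acceptor beads 10 ug/mL final, 20 min dark; AlphaScreen read.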
# PI4K2A block = qHTS for small molecular inhibitors of PI4K2A. Phosphatidylinositol 4-kinase type 2-alpha (Homo sapiens), Q9BTU6. purified PI4K2A, ADP-Glo luminescence, 1 h; stronger effect = lower value. AID 1346378, 2018. 420,000 compounds, 0.13% hits. activity change, negative = inhibition, % at 76.9 µM; in the data active = activity change below about -50%; inconclusive = mostly about -30% to -49%;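 note: -100% = wells without enzyme as full effect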
#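 Compounds are screened against recombinant PI4K2A using PI as substrate and ATP, the latter dispensed at 300 microM. Reactions run one hour at ambient temperature before ADP-Glo detection; full inhibition defined by wells lacking enzyme.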
# ALOX12 inh = Primary qHTS assay for inhibitors of human arachidonate 12S-lipoxygenase (ALOX12): Round 2 | Polyunsaturated fatty acid lipoxygenase ALOX12 (Homo sapiens), P18054 | purified 12hLO, xylenol orange hydroperoxide absorbance | 580,000 compounds, 1.1% hits | Potency, µM (titrated, usually from 108 µM), for the others: at the highest dose activity change, negative = inhibition, most hits filed as inhibitors; note: potency is the fitted concentration of half-maximal effect; % is set by controls: 0 for no effect and ±100 for the full control effect
#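 Purified human 12hLO (150 nM final) in 25 mM Hepes, 0.01% Triton X-100, pH 7.0 was preincubated 15 min at room temperature with compound. Then 40 uM arachidonic acid was added, 30 min. Hydroperoxide was read by Fe-XO absorbance ratio 573/405 nm.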
# G9a block = qHTS Assay for Inhibitors of Histone Lysine Methyltransferase G9a; Histone-lysine N-methyltransferase EHMT2 (Homo sapiens), Q96KQ7; G9a H3K9 monomethylation, AlphaScreen, 2 h; Potency, µM (titrated, usually from 102 µM), for inactives: at the highest dose activity, negative = inhibition, hits mostly inhibitors; 350,000 compounds, 8.8% hits; note: potency is the fitted concentration of half-maximal effect; % is set by controls: 0 for no effect and ±100 for the full control effect; nearly all actives have a fitted effect of over 75% in size
#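 Quantitative HTS format: methyltransferase activity on a biotin-tagged H3K9 peptide is measured by AlphaScreen, using a rabbit anti-monomethyl-H3K9 antibody with streptavidin donor and anti-IgG acceptor beads. Final levels are 20 nM enzyme, 500 nM peptide, 20 uM SAM; 2 h RT.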
# Active calls of the source: *; ? = inconclusive; . = not tested or not shown; & = joins results of further samples; ! = repeats disagree; [ ] = remark or other dose. Unless noted, calls come from the whole dose curve; as a rule, active = well fitted curve in the direction sought with a large enough effect; inconclusive = small, poorly fitted or top-dose-only effect, or another doubt; inactive = no such curve, though single readings can be large; an effect the other way counts as inactive or inconclusive. A portion of the library. The share of hits here may be higher or lower than overall.
SMILES,RGS4 inhibitor,GLS inhibitor,HP1b binding inh,ERG-DNA inh,JMJD2A Tudor inh,BAZ2B inh,PI4K2A block,ALOX12 inh,G9a block
Brc1cc(Br)cc(CN2CCSCC2)c1,10%,9%,54%[activator],-7%,5%,18%,7,82%[activator],.
O=C(NC1CCCCC1)C(c1ccccn1)N(C(=O)c1csnn1)c1ccccc1F (stereo not drawn),-10%,-4%,-9%,9%,1%,3%,1,-2%,-8%
CCn1cc(C(=O)N2CCc3ccccc32)c(=O)c2cc(S(=O)(=O)N(C)C3CCCCC3)ccc21,-17%,2%,-1%,.,-21%,-27%,2,?,-11%
CC(C)(C)C(=O)Nc1nnc(-c2ccccc2)c(-c2ccccc2)n1,7%,0%,19%,2%,-3%,-4%,-2,?,.
O=C1NC(=O)C(c2ccccc2[N+](=O)[O-])=C1Nc1ccc(O)c(Cl)c1,12µM*!,69%[activator],-4%,-1%,?,50µM*,-8&0,?,1.5µM*
CCn1c(=O)cc(NC2=NCC(C)CN2c2cccc(Cl)c2)n(C)c1=O (stereo not drawn),15%,2%,24%,2%,-17%,-5%,0,-5%,-29%
CC(=O)c1c(C)[nH]c(C(=O)OCC(=O)NCCCc2ccccc2)c1C,8%,11%,30%,-16%,-19%,-38%,1,-24%,-7%[2.33 µM]
Cc1c(NCc2cc(Cl)ccc2O)c(=O)n(-c2ccccc2)n1C,14%,25%,26%,3%,-11%,-3%,7,0%,26%
NC(=O)C1CCCN(C(=O)CCc2nnc(C3(c4ccc(Cl)cc4)CCC3)o2)C1 (stereo not drawn),0%,2%,24%,-5%,-9%,-13%,1,0%,5%
O=C(Nc1ccc(Br)cc1)/C(=C/c1cccc([N+](=O)[O-])c1)NC(=O)C1CCCCC1,7%,2%,10%,1%,-19%,4%,8,11%,26%[12.7 µM]
COC(=O)c1c(NC(=O)Cc2coc3ccc(C(C)C)cc23)sc2c1CCC2,12%,-7%,31%,3%,-18%,?,-3,?,?
CC(CNC(=O)COC(=O)c1cccs1)c1ccccc1 (stereo not drawn),-12%,0%,15%,-5%[15.4 µM],-7%,3%,-4,87%[activator],11%[12.7 µM]
COC(=O)/N=C/c1c(NCc2ccccc2)nc2c(C)cccn2c1=O,1%,-9%,47%[activator],-4%,4%,2%,0,-7%,4%
CC(=O)c1ccc(NC(=O)C(C)Nc2ccc(Cl)cc2)cc1 (stereo not drawn),-11%,14%,18%,-2%,-22%,-30%,-8,-10%,?
CCCCc1nn2c(=O)cc(COC(=O)c3ccc(NC(=O)CCc4ccccc4)cc3)nc2s1,13%,-1%,19%,-1%,-29%,0%,0,-27%,3%[59 µM]
C/C(=N\NC(=O)c1nn(C)c(C)c1Br)c1ccc(NC(=O)c2ccoc2C)cc1,0%,-3%,22%,-22%,-17%,-1%,-9,14%,53%[activator][59 µM]
COc1ccc(C(=O)/C=C/C(=O)N(Cc2ccccc2)C(C(=O)NC2CCCCC2)c2ccncc2)c(O)c1 (stereo not drawn),-2%,-2%,15%,14%,-30%,?,-3,17%,4%[59 µM]
O=C(CSc1nc2ccccc2s1)Nc1ncccn1,-46%,2%,48%[activator],-9%,-16%,?,-3,0%&12%,-13%[59 µM]
Cc1cc(NC(=O)Cc2ccccc2)cc(-c2nc3ccccc3o2)c1O,-2%,-1%,30%,0%,-10%,-14%,2,4%,10%[59 µM]
Cc1ccc(-c2nc3cc(NC(=O)Cc4ccc(Cl)cc4)ccc3o2)cc1,-18%,0%,9%,-1%,?,-8%,-16,?,-40%[59 µM]
CCOc1cc(NC(=S)NCc2ccccc2)c(OCC)cc1NC(=O)C(C)C,2%,7%,17%,9%,-23%,18%,5,2%,.
Cc1ccc(-c2nc(CS(=O)CC(=O)NC3CCCC3)c(C)o2)cc1 (stereo not drawn),-33%,-5%,51%[activator],3%,-11%,11%,0,7%[57.4 µM],71µM*
O=C(CN1C(=O)NC2(CCCC2)C1=O)NNC(=O)c1ccc(Cl)cc1,10%,11%,23%,?,-13%,3%,-3,238%[activator],15%[12.7 µM]
Cc1c(NS(=O)(=O)c2ccc(Br)cc2)c(=O)n(-c2ccccc2)n1C,3%,16%,40%[activator],-12%,-5%,-2%,-2,8%,13%
CC(NC(=O)c1cc(-c2ccc(Br)cc2)on1)c1ccccc1 (stereo not drawn),1%,-1%,34%,1%,-7%,-35%,-1,-2%,?

# More results.
SMILES,RGS4 inhibitor,GLS inhibitor,HP1b binding inh,ERG-DNA inh,JMJD2A Tudor inh,BAZ2B inh,PI4K2A block,ALOX12 inh,G9a block
Cc1ccc(NC(=O)O/N=C/c2cccc([N+](=O)[O-])c2)cc1,6%,4%,10%,-2%,-21%,-17%,0,-1%,7%
O=C(Nc1ccc2c(c1)OCCO2)c1cccc(S(=O)(=O)N2CCOCC2)c1,16%,-14%,19%,-8%,-13%,.,0,-3%,-8%[59 µM]
O=C(COc1c(CO)cc(Br)cc1CO)NC1CCCc2ccccc21 (stereo not drawn),0%,1%,-2%,5%,-7%,-4%,6,-16%,11%
COCc1c(C(=O)NCCOc2ccc(Cl)cc2)oc2ccccc12,-12%,0%,111%[activator],-8%,50%[activator],43%[activator],8,24%,26%[2.33 µM]
CC(C)(C)C(=O)Nc1ccc(NC(=O)c2ccco2)nc1,-23%,-14%,23%,3%,-13%,8%,-5,3%,23%
COC(=O)C(Cc1ccccc1)NC(=O)CNS(=O)(=O)c1ccc(Br)cc1 (stereo not drawn),10%,1%,3%,5%,-5%,5%,1,-8%,26%
CCOc1ccc(CN2CCN(Cc3ccon3)CC2CCO)cc1 (stereo not drawn),-5%,0%,43%[activator],3%,-8%,-7%,-2,-6%,-38%
COc1ccc2cc(-c3nnc(Nc4ccccc4)s3)c(=O)oc2c1,18%,4%,35%,-1%,-1%,13%,3,0%,-5%[59 µM]
O=C(Nc1c(-c2cccs2)nc2ccccn12)c1ccccc1F,-21%,-36%,20%,3%,1%,-18%,3,-31%,18%[59 µM]
COc1ccc(Cc2nc(C(=O)Nc3ccc(OC)cc3)cs2)cc1,-52%,12%,90%,-4%,12%,2%,-4,?,-7%
Cc1ccc(NS(=O)(=O)c2cc3c4c(c2)CC(=O)N4CCC3)cc1C,19%,11%,25%,2%,-9%,-20%,3,-11%,17%
CCC(C)NC(=O)c1c2c(nc3ccccc13)C(=O)N(C1CCCCC1)C2 (stereo not drawn),-12%,4%,23%,0%,-1%,-1%,-2,-17%,10%[59 µM]
O=C(N/C(=C/c1ccc(Cl)cc1)c1nc2ccccc2[nH]1)c1ccco1,-20%,11%,5%,4%,-7%,4%,-4,-2%,-37%[59 µM]
CC(=O)OCCCNc1cc(SCc2ccco2)c2nonc2c1[N+](=O)[O-],?,6%,?,33%[activator],50µM*,?,?,?,?
COCCn1c(C)c(C(=O)O)sc1=S,19%,6%,5%,-9%,-16%,-10%,7,?,0%[59 µM]
O=c1cc(-c2ccccc2)cc(-c2ccccc2)n1O,11%,18%,7%,-2%,50µM*,35µM*,-3,?,15%[12.7 µM]
CC(C)(C)N1CC(C(=O)Nc2ccc(C#N)cc2)CC1=O (stereo not drawn),-35%,1%,56%[activator],-3%,4%[57.1 µM],8%,3,0%,18%
Cc1cc(S(=O)(=O)N2CCCCC2)c(C)s1,-12%,-10%,60%[activator],-17%,-3%,4%[57.1 µM],0,-21%,29%
CSc1cccc(NC(=O)N2CCN(c3cc(-c4noc(C)n4)ccc3C)CC2)c1,-8%,2%,6%[57 µM],-5%,-16%,3%,-3,-4%,3%[59 µM]
Cc1c(Cl)cccc1NC(=O)CC(c1cccs1)N1Cc2ccccc2C1=O (stereo not drawn),-26%,-6%,46%[activator],0%,0%,-18%,-2,-17%,-17%[59 µM]
Cc1ccccc1C=Nc1ccccc1C(N)=O,-7%,-13%,26%,-2%,1%,26%,2,-27%,-2%[59 µM]
CC1(C)OC(=O)N(CCc2ccccc2)C1(C)O (stereo not drawn),-7%,-4%,27%,-11%,0%,8%,2,0%,-7%[12.7 µM]
O=[N+]([O-])c1ccc(S(=O)(=O)N/N=C/c2cccs2)cc1,-19%,30%[activator],?,1%,-19%,-31%,0,?,?
Cc1nc(Cc2nnc(SC(C)C(=O)Nc3cccc(C#N)c3)o2)cs1 (stereo not drawn),1%,11%,22%,25%,-19%,4%,-2,.,-4%
O=C(Nc1ncccc1O)c1ccc(OCC2CCCO2)cc1 (stereo not drawn),1%,25%,39%[activator],0%,-24%,79µM*,?,15%,-8%
